FXIa inh 1536: inhibitors of human coagulation factor XIa; P03951; purified FXIa, Boc-Glu-Ala-Arg-AMC fluorogenic substrate; inhibition, % at 5 µM; actives 0.14% (n = 220,000);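 active means inhibition of at least 40%; inactive means inhibition below 40%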;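 further: fluorescence of freed AMC excited at 355 nm; 0% = enzyme without compound and 100% = no enzyme blank; many of its hits are not listed in these tables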
TbHK1 inh: blocks Trypanosoma brucei hexokinase 1 activity; recombinant TbHK1, G6PDH-coupled NADH A340; inhibition, % at 10 µM; actives 0.11% (n = 220,000); AID 1430;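 active means inhibition of 50% or more in the single-dose primary screen; inactive means inhibition below 50%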
CHOP inhibitor: inhibitors of CHOP induction in ER stress response | CHO-K1 CHOP-promoter luciferase, tunicamycin-induced, 15-18 h | inhibition, % at 10 µM | actives 3.8% (n = 220,000);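 active means compounds that reduced the stress-induced luciferase reporter signal by more than about 70% of percent inhibition, limit read from the data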;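 further: 0% = tunicamycin plus vehicle and 100% = wells without tunicamycin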
PPC-1+TRAIL kill: kills PPC-1 cancer cells in the presence of TRAIL; PPC-1 cells + TRAIL, ATPLite viability luminescence; cell killing (% activity), % at 4 µM; actives 0.41% (n = 220,000); AID 1443;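 active means cell killing above 50% in the first pass at 4 µM, then a duplicate retest at 5 µM averaging 50% or more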;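 further: plate controls were cells with TRAIL plus DMSO for no effect and medium-only wells lacking cells for full effect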
FXIIa inh 1536: factor XIIa (human) inhibition | P00748 | purified FXIIa, Boc-QGR-AMC fluorogenic substrate, 2 h | inhibition, % at 5 µM | actives 0.3% (n = 220,000) | AID 800; in the data active means inhibition above about 40%;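 further: 0% = enzyme with no compound and 100% = blank without enzyme; many of its hits are not listed in these tables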
Target sequence (P00748 20-372 limits assumed): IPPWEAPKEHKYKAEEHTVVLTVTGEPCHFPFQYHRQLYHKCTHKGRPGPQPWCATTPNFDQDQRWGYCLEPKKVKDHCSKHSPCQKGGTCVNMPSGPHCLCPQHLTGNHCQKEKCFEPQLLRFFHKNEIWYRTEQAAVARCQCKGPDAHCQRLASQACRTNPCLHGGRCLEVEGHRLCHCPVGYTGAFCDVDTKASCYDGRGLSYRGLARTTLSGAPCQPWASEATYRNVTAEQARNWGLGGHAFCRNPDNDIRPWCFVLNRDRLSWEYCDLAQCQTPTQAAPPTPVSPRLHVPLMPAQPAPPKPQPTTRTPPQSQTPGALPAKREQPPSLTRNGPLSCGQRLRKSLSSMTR
Target sequence (P00748 373-615 limits assumed): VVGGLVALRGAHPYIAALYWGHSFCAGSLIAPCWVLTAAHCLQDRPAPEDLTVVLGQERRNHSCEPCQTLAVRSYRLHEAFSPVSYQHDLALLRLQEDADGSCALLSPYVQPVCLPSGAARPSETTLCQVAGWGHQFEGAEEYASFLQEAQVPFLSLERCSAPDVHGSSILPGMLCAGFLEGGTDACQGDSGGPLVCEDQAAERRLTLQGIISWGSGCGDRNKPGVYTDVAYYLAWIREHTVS
EP2 antag: blocks the human prostaglandin E2 receptor EP2; P43116; C6 glioma cells expressing human EP2, cAMP TR-FRET; cells stimulated with saturating PGE2; inhibition, % at 25 µM; actives 0.52% (n = 260,000);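 active means percent inhibition above 40 after rounding to a whole number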;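 further: rat C6 glioma host cells with rolipram phosphodiesterase inhibitor present; the protocol text gives 20 µM as final concentration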
Target sequence (P43116 whole entry, looked up): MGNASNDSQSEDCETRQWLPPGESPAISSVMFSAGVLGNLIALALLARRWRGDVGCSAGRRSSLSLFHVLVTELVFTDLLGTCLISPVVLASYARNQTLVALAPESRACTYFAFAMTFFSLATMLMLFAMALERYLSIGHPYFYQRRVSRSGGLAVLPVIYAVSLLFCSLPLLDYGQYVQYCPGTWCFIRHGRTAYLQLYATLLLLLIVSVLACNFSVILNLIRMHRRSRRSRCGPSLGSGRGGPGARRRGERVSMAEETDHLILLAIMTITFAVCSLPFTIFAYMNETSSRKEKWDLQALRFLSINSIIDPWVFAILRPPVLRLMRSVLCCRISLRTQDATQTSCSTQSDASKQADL
Wee1 stabilizer: human Wee1 degradation inhibition, primary screen; HeLa Luc-Wee1K328M stability, luciferase luminescence; 100% = proteasome inhibitor MG132 effect; reporter increase, % at 5 µM; actives 1.2% (n = 220,000);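 active means activation above the mean of all tested compounds plus 3 SD, set per screening run, cut at about 8.8% in these data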;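 further: cells exposed to compound for 20 h before luminescence read; 0% = DMSO alone and 100% = MG132 at 30 µM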
TNF necrop inh: TNF-alpha cell death inhibition in Jurkat FADD-/- cells | actives 0.068% (n = 220,000) | AID 463075 | Jurkat FADD-/- TNF necroptosis rescue, ATP luminescence, 24 h; 0 = TNF only, 100 = no-TNF cells | activation (protection from cell death), % at 10 µM;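 active means activation, meaning protection from cell death, of at least 50% relative to plate controls; inactive means activation below 50%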;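 further: necroptosis triggered by 40 ng/mL TNF-alpha added together with compound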
zVAD death inh: L929 zVAD cell death inhibition; AID 1377; actives 0.38% (n = 220,000); L929 zVAD necroptosis rescue, ATP luminescence, 24 h; with zVAD 60 µM; viability rescue, % at 10 µM;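 active means activation, scaled between plate controls, above about 75%, limit read from the data; inactive means activation under that limit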;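 further: 0% = zVAD with DMSO and 100% = DMSO alone without zVAD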
Starred values were filed as active, the others as inactive; nt = no result given; & = joins results of further samples.

Values in the order: FXIa inh 1536	TbHK1 inh	CHOP inhibitor	PPC-1+TRAIL kill	FXIIa inh 1536	EP2 antag	Wee1 stabilizer	TNF necrop inh	zVAD death inh
Cc1ccc(S(=O)(=O)N(C)c2ccc(N)cc2)cc1
 : 5	2	10	3	20	4	0	-1.0	0.6
CC(=O)NC(Cc1c[nH]c2ccccc12)C(=O)OCC(=O)Nc1cc(C)on1 (stereo not given)
 : -6	-6	8	20	2	10	1	0.6	-0.4
O=C(Cn1c(=O)n(Cc2ccco2)c(=O)c2c3c(sc21)CCCC3)Nc1ccccc1
 : -2	-5	32	8	-2	13	-2	-1.1	0.6
CCOc1ccc2ccccc2c1C(=O)Nc1cc(=O)n(C)c(=O)n1C
 : 6	-5	32	10	10	11	1	-0.4	-0.4
CCOC(=O)c1c(-c2cccs2)csc1NC(=O)CN(CC)CC
 : 2	5	49	14	17	8	-2	0.1	0.5
Cc1cc(NC(=O)COn2nnc3ccccc32)no1
 : 4	-4	-4	21	12	12	0	-1.6	-0.3
CCC(Sc1nc(N)cc(N)n1)C(=O)O (stereo not given)
 : 2	-1	5	-5	13	5&3	-2	1.2	0.2
CC(=O)c1cc(-c2ccccc2)n(CCC(=O)NCc2cccs2)c1C
 : 3	-3	-15	11	8	14	6	-1.2	-0.2
Clc1ccc(OCCOCCN2CCc3ccccc3C2)c(Cl)c1
 : 18	32	9	0	18	10	-2	2.8	0.3
CCOCCCNC(=O)c1c(C)c(C(=O)OCC)n(C)c1C
 : -9	1	-9	15	-6	2	-3	1.8	0.6
C=CCOc1c2ccc(C(=O)NC3CCCc4ccccc43)cc2nn1C (stereo not given)
 : -23	-5	5	24	15	6	2	-4.1	-0.2
CCc1ccc(NC(=O)CCn2c(=O)oc3ccccc32)cc1
 : 6	5	23	6	8	7	0	1.3	3.5
C/C=C/C(=O)Nc1ccccc1Br
 : -11	2	15	-6	-24	1	7	1.2	0.3
CN(C(=O)Cn1nnc(-c2cccc(C(F)(F)F)c2)n1)C1CCCCC1
 : 3	0	22	26	9	12&10	-3	-0.8	-0.1
CC(C)Cc1nnc(NS(=O)(=O)c2ccc(Cl)cc2)s1
 : 1	-5	29	3	13	11	1	0.8	1.9
Cc1ccc(NC(=O)CO/N=C(\N)c2nonc2N)cc1C
 : -7	37	-20	8	-4	8	5	0.6	0.4
CN(C)S(=O)(=O)c1cccc(NC(=O)COC(=O)CNC(=O)c2cccc([N+](=O)[O-])c2)c1
 : 3	-10	5	-2	14	4	0	0.9	1.1
CSc1ccc(CN2CCN(CCC(C)C)C(CCO)C2)cc1 (stereo not given)
 : 2	-5	8	10	16	4	10*	1.4	-0.2
C/C(=N\OCC(=O)N/N=C/c1ccccc1O)c1cccs1
 : 6	-10	25	13	12	9	-3	-4.5	2.1
Cc1cccc(/C=N/N(CCO)C2=NS(=O)(=O)c3ccccc32)c1
 : 0	-18	2	6	-5	6	-2	-2.8	-0.2
COC(=O)C1=C(O)/C(=C\c2ccc(CNC(=O)C(=O)Nc3ccc(C)c(C)c3)o2)N=C1C
 : 3	-5	73*	-12	15	14	-1	-2.8	-1.0
CC(C)N(Cc1nccn1C)C(=O)c1cc(COc2ccc3ncccc3c2)on1
 : -5	-4	13	28	1	9	-1	-1.7	0.1
Cn1nc(C(=O)Nc2nc3ccc(S(C)(=O)=O)cc3s2)ccc1=O
 : -1	-72	32	18	12	nt	6	-4.4	-1.4
COc1ccccc1-c1nnc2sc(COc3ccc(F)cc3)nn12
 : -2	0	49	4	8	nt	0	-0.4	0.2
CSCc1ccc(C(=O)NCc2ccc(F)cc2)cc1
 : 3	43	-7	10	9	11	0	2.1	0.5
CCCc1cc(=O)[nH]c(SCC(=O)c2cc(C)n(CCC)c2C)n1
 : 14	-8	-17	21	22	8	2	-0.9	-0.1
O=C1NCCC/C1=N\Nc1ccc(Br)cc1
 : 5	-70	-4	20	15	5	0	0.8	0.1
Cc1c(Cl)cccc1NC(=O)c1cc(-c2ccccc2O)n[nH]1
 : 3	0	59	-18	13	26	6	-3.8	-0.6
O=C(NCCN1CCOCC1)c1ccc2c(c1)N(Cc1ccc(Cl)cc1)CCS2
 : -5	-23	15	8	-4	8	6	-1.6	0.5
Cc1cc(C)c2c(N)c(C(=O)NN3CC(=O)N(c4ccccc4F)CC3=O)sc2n1
 : -2	-21	-8	32	8	15	-2	2.1	-0.3

Reprinted from the part before: two compounds; new compounds follow.
Values in the order: FXIa inh 1536	TbHK1 inh	CHOP inhibitor	PPC-1+TRAIL kill	FXIIa inh 1536	EP2 antag	Wee1 stabilizer	TNF necrop inh	zVAD death inh
O=C(NCCN1CCOCC1)c1ccc2c(c1)N(Cc1ccc(Cl)cc1)CCS2
 : -5	-23	15	8	-4	8	6	-1.6	0.5
Cc1cc(C)c2c(N)c(C(=O)NN3CC(=O)N(c4ccccc4F)CC3=O)sc2n1
 : -2	-21	-8	32	8	15	-2	2.1	-0.3
CCOC(=O)NC1(NC(C)C)Oc2ccccc2O1
 : -5	0	8	-6	5	10	-1	-6.2	0.6
CCOC(=O)c1c(C)c(C(=O)NCc2ccc(OC)cc2)c(C)n1C
 : -9	-1	-3	-11	2	4	-2	0.9	0.6
O=c1[nH]snc1N1CCOCC1
 : -7	-1	17	-9	-9	11	-1	-0.7	0.8
O=C(Cc1ccc2c(c1)CCCC2)Nc1ccccc1Cl
 : 6	6	36	14	18	4	0	-0.7	-0.2
CCCCOC(=O)c1ccc(NS(=O)(=O)c2cc(-c3nnnn3CC)ccc2OC)cc1
 : 0	-3	-2	21	15	13	0	-1.8	-0.1
CC(=O)Nc1ccc(N2C(=O)CC(N3CC(C)OC(C)C3)C2=O)cc1 (stereo not given)
 : -2	3	18	9	2	1	-1	-2.5	0.7
CC(=O)c1ccc(Oc2cnccn2)cc1
 : -3	-3	21	22	0	4	0	0.2	0.3
CC1CCC/C(=N\NC(=O)COc2ccc(Cl)cc2Cl)C1 (stereo not given)
 : 5	3	-14	12	13	nt	-1	-0.4	-0.2
Cc1onc(-c2ccncc2)c1C(=O)O
 : -3	2	-15	43	9	4	-3	-0.3	0.4
Cc1c(C(=O)Nc2ccc3c(c2)CCC3)cccc1[N+](=O)[O-]
 : 3	-3	13	28	18	11	5	0.7	1.2
CCCOc1ccc(-c2nnc(-c3cccs3)o2)cc1
 : 9	-5	-2	2	14	9	1	-1.4	-0.6
O=C(c1cccc(C(F)(F)F)c1)C1CCCN(C(=O)CN2CCCC2=O)C1 (stereo not given)
 : -6	2	14	-8	5	16	-3	0.7	14
Cc1oc(-c2ccccc2F)nc1CS(=O)CC(=O)NCc1ccc2c(c1)OCO2 (stereo not given)
 : -8	1	10	29	-7	11	-3	0.5	-0.2
Cc1cc(Cl)c(S(=O)(=O)NC(C(=O)O)c2ccccc2)cc1OCC(N)=O (stereo not given)
 : -4	3	16	22	15	10	-1	1.4	nt
CCO[C@@H]1OC(C(=O)NC2CC2)=C[C@H](c2ccc3c(c2)OCO3)[C@H]1CCCO
 : -4	-10	20	12	11	2	-3	-0.3	0.2
CCCOc1ccc(/C(O)=C2/C(=O)C(=O)N(CCCn3ccnc3)C2c2cccnc2)cc1 (stereo not given)
 : 1	-48	-5	22	12	12	0	0.2	0.3
Brc1ccc(CSc2ccc3nnc(-c4cccnc4)n3n2)cc1
 : 1	-2	22	-4	5	12	2	-4.9	-1.0
Cc1ccc(C2N=C(N)Nc3nc(=O)c4ccccc4n32)cc1 (stereo not given)
 : -15	-16	-10	11	1	3	-2	13	-0.4
CN1CCC(OC(=O)c2ccccc2Cl)CC1
 : 0	-3	-11	9	10	7	-2	1.3	-1.1
CCOCCCn1c(C)nc2c[n+](CC(=O)c3ccc4ccccc4c3)cc(Br)c21
 : 1	-13	9	-11	7	9	4	-0.2	0.7
Cc1cccc(OCC(=O)Nc2nc3ccc([N+](=O)[O-])cc3s2)c1
 : -1	1	48	16	8	9	0	-0.2	1.3
CCCCN(CC)CCNC(=O)CN1C(=O)COc2ccc(S(=O)(=O)N3CCCC3)cc21
 : 2	25	39	6	13	12	-4	2.3	0.0
CCOc1cc(N2CCOCC2)c(OCC)cc1NC(C)C(=O)N1CCN(CC)CC1 (stereo not given)
 : -1	-1	4	-1	9	7	-3	-1.6	4.8
Cc1nn(CC2CC2)c(=O)n1-c1ccccc1F
 : -3	-1	-7	6	2	6	0	36	-0.1
COC(=O)CSc1ccc(S(=O)(=O)N2CCC(C)CC2)cc1[N+](=O)[O-]
 : 5	-2	-15	8	12	10	1	3.2	nt
CCNC(=O)COc1ccc(Br)cc1Cl
 : -6	0	31	16	-14	10	1	-1.0	-0.1
COc1ccc(Cl)cc1NC(=S)NCc1cccs1
 : -1	-4	5	25	3	2	0	-8.8	-1.5
COc1ccc(-c2nc(CN3CCCCC3CCc3ccccn3)c(C)o2)cc1 (stereo not given)
 : 0	1	13	12	3	5	-1	2.9	0.0
O=C(CCn1c(=O)oc2ccccc21)NCCN1CCOCC1
 : -1	-8	-5	-24	7	10	nt	-0.1	1.1
CC(=O)NCc1nnc2c3ccccc3c(-c3ccccc3)nn12
 : -3	-6	-1	12	2	5	3	-1.7	0.1

Continuation:
Values in the order: FXIa inh 1536	TbHK1 inh	CHOP inhibitor	PPC-1+TRAIL kill	FXIIa inh 1536	EP2 antag	Wee1 stabilizer	TNF necrop inh	zVAD death inh
CCN(CC)S(=O)(=O)c1cc([N+](=O)[O-])ccc1NNC(=O)Nc1ccccc1
 : 8	-23	95*	12	13	6	-3	3.9	0.1
O=C(CSc1nnc(-c2ccncc2)n1Cc1ccccc1)NCCc1ccccc1
 : -3	-7	4	19	7	7	1	0.8	-1.6
Cc1nc2cc(NC(=O)N3CCCCC3)ccc2n1C
 : 5	2	4	-2	13	16	3	-1.6	-0.6
C/C(=N\NC(=O)c1cc(C)[nH]n1)C(C)(C)C
 : 6	4	-2	14	13	9	0	1.0	0.3
CC(C)[C@H](NC(=O)CCn1nnc2ccccc2c1=O)C(=O)O
 : 18	4	10	-5	28	8	0	-0.1	0.7
Cc1c(-c2nn(C)c(=O)c3ccccc23)oc2ccc(F)cc2c1=O
 : 5	-3	29	4	4	15	0	-10	-0.1
COc1ccc(Br)cc1C(=O)Nc1cccc(NC(=O)c2ccco2)c1
 : -4	3	24	10	-11	4	0	-0.5	0.5
Cc1ccc(OCCN2C(=O)S/C(=C\c3ccc(C)o3)C2=O)cc1
 : 4	4	13	-5	5	6	-4	1.3	0.4
CC1CC(C)CN(S(=O)(=O)c2cccc(C(=O)OCCN3CCCC3=O)c2)C1 (stereo not given)
 : -2	21	5	3	21	7	0	-1.7	0.5
Cc1ccc(OCCCn2c(CO)nc3ccccc32)cc1
 : 16	0	-19	1	12	10	1	-1.1	-0.3
CCCCOc1cccc(C(=O)N(Cc2ccco2)C2CCS(=O)(=O)C2)c1 (stereo not given)
 : 5	3	29	4	15	10	-1	-2.4	-0.2
CCn1c(C(=O)N2CCC(C(=O)N3CCN(c4ccccn4)CC3)CC2)cc2sccc21
 : 5	-7	29	12	29	8	0	-7.3	0.3
CCCCn1c(SCC(=O)Nc2cc(C)on2)nnc1-c1cccs1
 : 2	-4	6	23	7	5	-1	-0.6	-0.3
Cc1oc2c(CN3CCOCC3)c(O)ccc2c(=O)c1-c1ccc(Cl)cc1
 : -13	-70	-2	12	-1	9	1	1.8	0.0
COc1ccc(-c2noc(Cc3ccc(Cl)cc3)n2)cc1OC
 : 2	-5	86*	17	11	8	3	1.8	0.0
COc1cc(S(=O)(=O)NC2CCCCC2)ccc1F
 : -22	-7	14	14	7	9	-2	2.5	-0.1
COc1ccc(NC(=S)NCCCN2CCCC2=O)c(OC)c1
 : -4	-1	-5	13	2	3	0	-2.9	0.7
O=C(CCC(=O)c1ccc(-c2ccccc2)cc1)Nc1cccnc1
 : -1	-10	42	14	4	12	-3	2.6	2.7
CCOCCCNCc1ccc(OCCC(C)C)c(OC)c1
 : 2	4	20	14	11	6	2	1.1	0.4

Bioassay records (PubChem BioAssay)

Some of the compounds tested; count on the stated rates, not on these rows.
